Assay outcomes (PubChem)
GLP1R inv ag: acts as inverse agonist at human GLP-1 receptor; HEK293 GLP-1R CRE-luciferase, luminescence, 24 h; GLP-1R form is constitutively active; Potency, µM (highest dose often 38.3 µM), inactives show at the top dose activity change, negative = inhibition, hits mostly inhibitors; 1.6% of 410,000 active; AID 624417; further: potency means the concentration at half of the fitted maximal effect; on the % scale 0 is the no-effect control and ±100 the full control effect; nearly all actives have a fitted effect of over 55% in size
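Constitutively active GLP-1R drives a cAMP-responsive luciferase in stably transfected HEK293 cells; test compounds are added after overnight (12 h) attachment and left 24 hr, and signal loss in luminescence marks inhibition.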
PLK1 PBD inh: PLK1 (human) polo-box domain binding inhibition; Potency, µM, without a hit: max response, negative = inhibition, usual class: inhibitors; 2.8% of 360,000 active; Plk1 PBD binding of FITC phosphopeptide, fluorescence polarization; further: potency means the concentration at half of the fitted maximal effect; series mostly up to about 57 µM; on the % scale 0 is the no-effect control and ±100 the full control effect; nearly all actives have a fitted effect of over 65% in size
PTHR1 agonist: agonists of human PTHR1 parathyroid hormone receptor; 0.075% of 410,000 active; AID 743266; Potency, µM (highest dose often 115 µM), for inactives: top-dose activation, most hits filed as activators; Q03431; HEK293 GP2 PTHR1 cells, GloSensor cAMP luminescence, 1 h; further: potency means the concentration at half of the fitted maximal effect; nearly all actives have a fitted effect of over 55% in size; some results filed as inactive show a strong effect at the top dose; inactives centre near -15; many of its hits are not listed in these tables
Target sequence (Q03431 whole entry, looked up): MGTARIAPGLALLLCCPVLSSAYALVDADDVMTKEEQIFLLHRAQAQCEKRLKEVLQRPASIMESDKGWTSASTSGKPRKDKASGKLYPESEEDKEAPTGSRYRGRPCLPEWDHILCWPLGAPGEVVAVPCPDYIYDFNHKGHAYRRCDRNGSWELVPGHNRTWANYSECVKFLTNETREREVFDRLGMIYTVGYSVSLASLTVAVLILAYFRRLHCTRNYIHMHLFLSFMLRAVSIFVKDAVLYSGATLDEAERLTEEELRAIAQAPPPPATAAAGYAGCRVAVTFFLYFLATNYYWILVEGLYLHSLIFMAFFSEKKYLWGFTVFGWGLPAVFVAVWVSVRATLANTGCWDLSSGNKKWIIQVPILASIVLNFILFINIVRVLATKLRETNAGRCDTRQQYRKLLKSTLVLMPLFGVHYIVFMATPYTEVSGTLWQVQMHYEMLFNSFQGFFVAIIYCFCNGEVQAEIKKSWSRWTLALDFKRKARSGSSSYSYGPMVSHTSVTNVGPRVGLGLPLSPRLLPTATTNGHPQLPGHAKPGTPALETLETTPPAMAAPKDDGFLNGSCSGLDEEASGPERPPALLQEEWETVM
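HEK-293-derived GP2 cells expressing PTHR1 and a GloSensor cAMP reporter, 3,000/well, plated overnight, given luciferin plus IBMX (each 0.5 mM as added) for 1 h at 37 °C, then compound for 1 h at 37 °C. Luminescence was read after 15 min at room temperature.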
PI5P4Ka inh: inhibitors of human PI5P4K alpha | 1.2% of 330,000 active | max response, % | PI5P4Kalpha enzyme, ADP-Glo luminescence, 60 min; hits give low values | AID 652105 | P48426; active means max response of -50% or lower; inconclusive means between -30% and -50%; inactive means -30% or higher; further: value at the top dose of about 77 µM; on the % scale 0 is the no-effect control and ±100 the full control effect
Target sequence (P48426 whole entry, looked up): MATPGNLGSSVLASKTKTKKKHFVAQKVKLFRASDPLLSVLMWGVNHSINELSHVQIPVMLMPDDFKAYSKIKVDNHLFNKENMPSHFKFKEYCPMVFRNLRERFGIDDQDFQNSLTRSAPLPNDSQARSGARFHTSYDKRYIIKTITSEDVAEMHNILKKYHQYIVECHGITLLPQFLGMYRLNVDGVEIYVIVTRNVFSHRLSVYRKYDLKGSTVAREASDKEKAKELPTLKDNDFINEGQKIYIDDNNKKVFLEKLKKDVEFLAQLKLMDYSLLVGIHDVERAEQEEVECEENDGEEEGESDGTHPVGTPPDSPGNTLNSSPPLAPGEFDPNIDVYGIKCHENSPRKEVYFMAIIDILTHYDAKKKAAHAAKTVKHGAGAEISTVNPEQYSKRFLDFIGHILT
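Compounds were pin-transferred onto PI5P4Kalpha and substrate in HEPES pH 7.4 buffer with EGTA, CHAPS and 5% DMSO. ATP (5 microM final) started the reaction, which ran 60 minutes at room temperature before ADP-Glo detection.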
GLP1R ag: agonists of human GLP-1 receptor; P43220; HEK293 GLP-1R CRE-luciferase, luminescence, 4-6 h; cells express a hypersensitive GLP-1R form; Potency, µM (doses to about 45.6 µM), without a hit: top-dose activation, actives largely listed as activators; 0.007% of 380,000 active; AID 624172; further: potency means the concentration at half of the fitted maximal effect; % of control where 0% means no effect
EPAC1 antag: blocks human EPAC1 exchange factor; 0.14% of 360,000 active; Potency, µM (series often up to 115 µM), inactives show at the highest dose activity change, negative = inhibition, most hits filed as inhibitors; EPAC1 GEF assay, Rap1b-BODIPY-GDP exchange fluorescence; AID 720709;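 further: potency means the concentration at half of the fitted maximal effect; plate controls were vehicle for no effect and positive control for full effect; nearly all actives have a fitted effect of over 50% in size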
GLP1R cytotox: cytotoxicity counter-screen for GLP-1 receptor inverse agonists; HEK293 cAMP-luciferase reporter cells, luminescence, 24 h; AID 624418; Potency, µM (highest dose often 38.3 µM), for inactives: at the highest dose activity change, negative = inhibition, most hits filed as inhibitors; 0.13% of 410,000 active;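 further: loss of luciferase light is scored as toxicity; potency means the concentration at half of the fitted maximal effect; on the % scale 0 is the no-effect control and ±100 the full control effect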
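Quantitative HTS format, 1536 wells, 200 cells/uL seeded. Compounds: 23 nL, 24 h, 37 °C. Detection: luciferase reagent, luminescence at 12 min RT; decreased signal taken as cytotoxic.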
IL-2 act: activators of IL-2 | 0.065% of 360,000 active | activation, % (series mostly up to about 46 µM) | IL-2 activation reporter assay, cell-based qHTS; stimulated with anti-CD3/CD4/CD28 beads; in transgenic mouse T cells; in the data active means activation above about 50%; inconclusive means mostly about 30% to 49%; further: 0% is about no effect
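Unstimulated transgenic mouse T cells, 750 per well, received compound and, after 60 minutes, anti-CD3/anti-CD4 bead plus anti-CD28 stimulation. EGFP and DsRed were quantified after 18 hours.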
EPAC1 agonist: agonists of human EPAC1 | Potency, µM (highest dose often 154 µM), without a hit: at the top dose activation, actives largely listed as activators | EPAC1 agonist qHTS, biochemical assay; response scale: 100% = response to 6.5 mM cAMP | 0.073% of 360,000 active | O95398 | AID 720707; further: potency means the concentration at half of the fitted maximal effect; nearly all actives have a fitted effect of over 60% in size
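Nucleotide exchange by EPAC1 (100 nM) on Rap1B–BODIPY-GDP (250 nM) in the presence of 50 uM GDP is tracked fluorescently at 480/540 nm over 30 min. Signals are normalized to a 6.5 mM cAMP control.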
* hit, by the source's call; i = inactive; ? = inconclusive; nt = not tested or not shown; & = joins results of further samples; [ ] = dose if it differs, or a comment. Unless noted, the call rests on the fitted dose curve; in most records, active means well fitted curve in the direction sought with a large enough effect; inconclusive means small, poorly fitted or top-dose-only effect, or another doubt; inactive means no such curve, though single readings can be large; an effect the other way counts as inactive or inconclusive. Some of the compounds tested; count on the stated rates, not on these rows.

SMILES,EPAC1 antag,EPAC1 agonist,GLP1R cytotox,GLP1R ag,PTHR1 agonist,IL-2 act,PLK1 PBD inh,GLP1R inv ag,PI5P4Ka inh
CCOc1ccccc1Nc1nc(N)nc(Cl)c1CC,0%,0%,6%,12%,i,-0.3,-2%,-11%,-7
Cc1ccc(CNS(=O)(=O)c2c(C)[nH]c(C)c2C(=O)N2CCCC2)cc1,7%,-1%,3%,-3%,-12%,-3.3,-17%,6%,14
Cc1cc(N2CCCC2=O)ccc1S(=O)(=O)N1CCOCC1,1%,4%,8%,1%,-6%,-0.9,-2%,12%,7
Nc1c(N2CCCC2)c2ccccc2oc1=O,-2%,3%,-5%,7%,i,0.8,3%,27%,5
Cn1c(=O)c2sccc2n2c(CCCC(=O)NC3CCN(Cc4ccccc4)CC3)nnc12,3%,0%,4%,-2%,i,0.0,-17%,9%,-6
COc1ccc2c(c1OC)C[N+]1([O-])CCc3cc4c(cc3C1C2)OCO4 (stereo not drawn),9%,3%,3%,-1%,i,0.3,1%,-6%,-5
O=C(c1ccccc1F)N1CCN(c2ccc([N+](=O)[O-])cc2-n2cccc2)CC1,-8%,-11%,-23%,-5%,-61%[inhibitor],-3.3,-14%,?,0
Cc1ccc(CSc2nnc(CCCCCNC(=O)OC(C)(C)C)o2)cc1,-22%,-1%,16%,21%,-18%,-1.2,4%,?,3
Cc1cccc(Nc2nnc(SCc3cn4ccsc4n3)s2)c1,-20%,8%,3%,2%,0%[57.5 µM],-0.1,-16%,5%,-28
Cc1cc2ncc(-c3ccccc3)nc2cc1C,7%,1%,0%,-1%,-40%[inhibitor],-0.3,-5%,0%,12
O=C(Nc1nc(-c2ccc(F)c(F)c2)cs1)c1ccc(OCC2CCCO2)cc1 (stereo not drawn),-21%,2%,8%,-18%,-42%,-2.7,-8%,22%,-7
COc1ccccc1Oc1ccc(S(=O)(=O)NCc2ccccn2)cc1,-2%,2%,-35%,9%,-25%[57.5 µM],-2.9,0%,0%,nt
CS(=O)(=O)N1CCN(C(=O)c2ccncc2)CC1,-13%,0%,-7%,-13%,i,0.2,-4%,0%,0
Cc1c(C)c2cc(Cl)c(OC(C)C(=O)NCCN3CCOCC3)cc2oc1=O (stereo not drawn),12%,3%,0%,9%,-28%,-4.9,24µM*,21%,-11
Cc1nnc(NC(=O)CSc2nnc(C)n2Cc2ccccc2)s1,-2%,-1%,8%,1%,-24%,-2.3,0%,17%,-1
Cc1ccc(-n2ncc3c2CC(C)(C)CC3NC(=O)CCCN2CCCC2=O)cc1 (stereo not drawn),2%,-11%,-7%,2%,-3%,-3.9,-9%,2%,7
COc1ccc(OCCn2c(C)c(/C=N/n3cnnc3)c3ccccc32)cc1,-4%,-5%,-2%,13%,i,-0.5,0%,5%,-3
COc1ccc(Cl)cc1C(=O)NCCc1ccc(S(=O)(=O)NC(=O)NC2CCCCC2)cc1,1%,-6%,-3%,1%&13%,-34%[inhibitor],-0.3,3%,-19%,0
O=C(CCCO)CCCCCCCCC[C@H]1N[C@H](CO)[C@@H](O)[C@@H]1O,4%,-19%,12%,2%,-18%,-3.1,-10%,-8%,-4
CC1(C)NC(=O)N(CC(=O)OCC(=O)Nc2cc(S(=O)(=O)N3CCCCCC3)ccc2Cl)C1=O,-1%,4%,-6%,-3%,-18%,-1.7,-1%,-3%,-1
CCC(Cc1ccccc1)OC(=O)c1ccccc1C(=O)O (stereo not drawn),-2%,-7%,0%,4%,i,0.7,-2%,-29%,10
COCCNC(=O)Cn1ccc2cc(S(=O)(=O)N3CCCCCC3)ccc21,-7%,10%,8%&6%,4%,-18%,0.1,-5%,7%&3%,3
Cc1ccc(NC(=O)CSCC(=O)N2c3ccccc3CCc3ccccc32)cc1,-4%,14%,-10%,11%,i,-1.0,2%,?,nt
CCOP(=O)(OCC)C(NC(=O)Nc1ccc(Cl)cc1)C(N)=O (stereo not drawn),-10%,-17%,-2%,-3%,i,1.9,1%,9%,1
Cc1cccc(-c2cc3nc(-c4ccccc4)cc(=O)n3[nH]2)c1,1%,-11%,?,3%,-30%,0.3,-12%,?,-20
CCN(Cc1ccccc1)C(=O)COC(=O)Cn1cnc2ccccc21,-5%,-1%,-5%,11%,-22%,-0.6,-4%,3%,4
CCC(CC)C(=O)NCc1ccc2c(c1)cc(C)n2C,22%,2%,-3%,6%,?,-0.5,-17%,-13%,nt
CS(=O)(=O)N1CCN(c2ccc(NC(=O)c3ccc(-c4ccc(Cl)cc4)o3)cc2)CC1,2%,3%,5%,-10%,-20%[57.5 µM],-1.7,-4%,3%,nt
CCCC(=O)NNC(=O)c1ccoc1C,0%,0%,-1%,-1%,-21%,-0.1,-6%,25%,-1
COc1ccc(Cl)cc1Nc1nc(-c2cccnc2)cs1,3%,2%,2%,?,25%,-1.8,2%,?,20

Compounds shown so far that contain fluorine, in the order listed:
SMILES,EPAC1 antag,EPAC1 agonist,GLP1R cytotox,GLP1R ag,PTHR1 agonist,IL-2 act,PLK1 PBD inh,GLP1R inv ag,PI5P4Ka inh
O=C(c1ccccc1F)N1CCN(c2ccc([N+](=O)[O-])cc2-n2cccc2)CC1,-8%,-11%,-23%,-5%,-61%[inhibitor],-3.3,-14%,?,0
O=C(Nc1nc(-c2ccc(F)c(F)c2)cs1)c1ccc(OCC2CCCO2)cc1 (stereo not drawn),-21%,2%,8%,-18%,-42%,-2.7,-8%,22%,-7

Following part.
SMILES,EPAC1 antag,EPAC1 agonist,GLP1R cytotox,GLP1R ag,PTHR1 agonist,IL-2 act,PLK1 PBD inh,GLP1R inv ag,PI5P4Ka inh
Cc1oc(-c2cccs2)nc1CS(=O)CC(=O)NCCCOC(C)C (stereo not drawn),9%,-1%,-14%,-6%,i,13,-27%,0%,nt
Cc1ccc(C2(C)NC(=O)N(CC(=O)N3CC(=O)Nc4ccccc43)C2=O)cc1 (stereo not drawn),11%,-1%,-4%,0%,i,-0.7,2%,9%,-2
CC[C@@H]1[C@H]2CCCC(=O)N3CC[C@@H](C[C@@H]1OC(=O)NCc1ccccc1)[C@@H]23,-13%,3%,0%,3%,-8%,-1.3,-8%,20%,-2
Cc1cc(=O)oc2cc(OC(C)C(=O)NC3CCN(Cc4ccccc4)CC3)ccc12 (stereo not drawn),-4%,-17%,3%,6%,-16%,0.5,6%,20%,-11
CN(CCn1ccnc1)Cc1cn(Cc2ccccc2)nc1-c1ccc2c(c1)OCO2,7%,-7%,2%,-3%,i,-3.9,5%,-21%,-6
O=C(COC(=O)CNC(=O)c1ccco1)Nc1ccccc1OC(F)F,4%,9%,-5%,3%,9%,-0.4,-4%,?,-1
CC1([N+](=O)[O-])COC2(OC1)C(=O)Nc1ccccc12 (stereo not drawn),9%,-10%,9%,1%,-4%,0.1,-7%,-9%,5
O=C(COc1ccc2ccccc2c1)NCCNC(=O)COc1ccc2ccccc2c1,-2%,-1%,27%,-28%,i,-0.9,-1%,-7%,0
O=[N+]([O-])c1ncn(Cc2c(Cl)cccc2Cl)n1,7%,-3%,4%,4%,-4%,-3.8,-13%,10%,0
Cc1cc(C)cc(OC(=O)C23CCC(C)(C(=O)O2)C3(C)C)c1 (stereo not drawn),-13%,2%,6%,20%,13%,1.9,-15%,-1%,4
CC(C)c1ccc(C2NC(C(=O)O)CS2)cc1 (stereo not drawn),10%,-7%,6%,-5%,i,-2.5,-9%,3%,-2
Cc1c(CCOC(=O)C23CC4CC(CC(C)(C4)C2)C3)sc[n+]1CC(=O)c1ccccc1,11%,-4%,26%,13%,-22%,-0.6,2%,?,12
Cn1c(-c2ccsc2)c(-c2cccs2)c2cc(-c3ccc4[nH]ccc4c3)ccc21,2%,3%,10%,0%,-7%,-0.4,-1%,-11%,13
COc1ccc(C(C)(C)C)cc1NC(=O)Nc1ccc2c(c1)OCO2,-26%,?,11%,2%,i,-3.0,-4%,?,nt
O=C1Cc2cc(S(=O)(=O)Nc3cccc([N+](=O)[O-])c3)cc3c2N1CCC3,-28%,-4%,-5%,3%,-13%,-3.4,-19%,-26%,-2
COC(=O)C1C(=O)CC(C)(O)C(C(=O)OC)C1c1ccccc1F (stereo not drawn),6%,5%,19%,-1%,i,-0.5,-5%,14%,1
Cc1cc2c(c(=O)n1CC1CCCO1)C(c1ccc3c(c1)OCO3)C(C#N)=C(N)O2 (stereo not drawn),3%,-2%,-10%,-2%,-3%[57.5 µM],0.3,-2%,18%,-4
CC(C)CN1CCN(CCCc2ccccc2)C(CCO)C1 (stereo not drawn),8%,3%,3%,9%,i,1.0,-2%,-17%,-4
Cc1ccc(Cl)cc1N1CCN(S(=O)(=O)c2cc(Br)cc3c2N(C(=O)C2CC2)CC3)CC1,nt,nt,13%,1%,?,nt,nt,11%,nt
Cc1cccc(OCc2nnc(SCC(=O)OC3CCCCC3)o2)c1,-21%,18%,30%,-14%,i,-3.0,-15%,-13%,1
CC(=O)Nc1nnc(SCC(=O)N2CCN(Cc3ccccc3)CC2)s1,-8%,3%,-8%,-9%,i,-3.3,-3%,0%,nt
O=C(Nc1ccc2[nH]c(=O)[nH]c2c1)c1ccc(Cl)c(Cl)c1,11%,1%,8%,6%,i,-0.3,-4%,55%,3
CCOC(=O)C1=C(C)OC(N)=C(C#N)C1c1ccc(OC)c(C)c1OC (stereo not drawn),8%,0%,-25%,-3%,-13%,-0.8,-7%,0%,nt
